Screens (PubChem)
NPC1 promoter act = qHTS Assay for NPC1 Promoter Activators. AID 485313, 2010. hit rate 2.4% among 320,000. Huh7 NPC1 promoter luciferase reporter, 24 h. Potency, µM (highest dose often 9.22 µM), inactives show at the highest dose activation, hits mostly activators;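 also: potency is read from the fitted curve at half-maximal effect; % of control where 0% means no effect; nearly all actives have a fitted effect of over 60% in size; reporter is driven by a mutant NPC1 promoter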
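Huh7 cells stably carrying NPC1 promoter–luciferase, plated in Opti-MEM with 10% FBS for 2 h, were exposed to compound in DMSO for 24 h at 37 °C; luciferase reagent was added for 10 min and luminescence read.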
PKM2 act = qHTS Assay for Activators of Human Muscle isoform 2 Pyruvate Kinase. Pyruvate kinase PKM (Homo sapiens), P14618. purified PKM2, Kinase-Glo ATP luminescence, activation; response scale: 0% is enzyme alone, no compound. Potency, µM (highest dose often 57.5 µM), inactives show at the highest dose activation, most hits filed as activators. hit rate 0.34% among 260,000. AID 1631, 2009; also: potency is read from the fitted curve at half-maximal effect; % is scaled to controls: 0 for no effect and ±100 for the full control effect; nearly all actives have a fitted effect of over 55% in size
Target sequence (P14618 whole entry, looked up, canonical isoform): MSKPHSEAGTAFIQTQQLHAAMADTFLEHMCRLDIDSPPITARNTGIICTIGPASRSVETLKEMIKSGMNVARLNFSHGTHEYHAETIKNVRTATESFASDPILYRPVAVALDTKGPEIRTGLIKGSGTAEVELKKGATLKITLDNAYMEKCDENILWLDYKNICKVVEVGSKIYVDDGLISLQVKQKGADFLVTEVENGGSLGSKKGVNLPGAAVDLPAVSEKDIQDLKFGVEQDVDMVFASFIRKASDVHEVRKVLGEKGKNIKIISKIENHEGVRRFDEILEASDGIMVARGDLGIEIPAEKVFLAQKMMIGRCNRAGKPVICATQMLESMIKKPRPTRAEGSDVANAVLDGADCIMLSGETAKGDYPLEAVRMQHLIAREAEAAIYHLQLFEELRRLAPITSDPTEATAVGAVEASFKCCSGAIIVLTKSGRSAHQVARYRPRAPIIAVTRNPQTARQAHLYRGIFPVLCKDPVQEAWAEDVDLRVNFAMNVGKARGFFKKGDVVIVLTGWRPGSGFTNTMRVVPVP
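hPK-M2, >95% pure; 0.1 mM ADP / 0.5 mM PEP final; imidazole pH7.2 buffer w/ 7 mM MgCl2, 50 mM KCl; 1 h RT; Kinase-Glo lum. Intermediate enzyme activity for dual inhibitor/activator qHTS.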
VP16 counter = VP16 counterscreen qHTS for inhibitors of ROR gamma transcriptional activity | hit rate 3.5% among 310,000 | Potency, µM (doses to about 53.6 µM), inactives show at the top dose activity, negative = inhibition, actives largely listed as inhibitors | Drosophila S2 Gal4-VP16 UAS-luciferase, luminescence, 20 h;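 also: Gal4-VP16 expression switched on by copper sulfate through the metallothionein promoter; potency is read from the fitted curve at half-maximal effect; % is scaled to controls: 0 for no effect and ±100 for the full control effect; nearly all actives have a fitted effect of over 50% in size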
RORgamma inh = qHTS for inhibitors of ROR gamma transcriptional activity; hit rate 5.4% among 310,000; Potency, µM (top dose mostly 53.6 µM), without a hit: top-dose activity change, negative = inhibition, most hits filed as inhibitors; Nuclear receptor ROR-gamma (Mus musculus), P51450; Drosophila S2 Gal4-RORgamma UAS-luciferase reporter, 20 h; also: potency is read from the fitted curve at half-maximal effect; % is scaled to controls: 0 for no effect and ±100 for the full control effect; nearly all actives have a fitted effect of over 60% in size
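Read-out: Photinus luciferase luminescence; inhibitors lower reporter signal. Insect Schneider cells with Gal4-ROR gamma fusion under metallothionein promoter, UAS reporter; 700 uM final copper sulfate induction, 20 hr, ambient temperature.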
Rab9 prom act = qHTS Assay for Rab9 Promoter Activators; Huh7 Rab9 promoter-luciferase reporter, luminescence, 24 h; Potency, µM (highest dose often 9.22 µM), without a hit: at the highest dose activation, negative = inhibition, usual class: activators; hit rate 2.8% among 320,000; AID 485297, 2010; also: potency is read from the fitted curve at half-maximal effect; % of control where 0% means no effect; nearly all actives have a fitted effect of over 60% in size
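Steps: seed 1500 Huh7 Rab9-luc cells per well, rest 2 h at 37 °C; add compound in DMSO; incubate 24 h; add luciferase reagent, 10 min ambient; read luminescence.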
BRCA1 expr act = qHTS Assay to Identify Small Molecule Activators of BRCA1 Expression; hit rate 1.1% among 380,000; MCF7-BRCA1-FFLuc reporter, luminescence, 48 h; response scale: scaled: vehicle 0%, 10 µM genistein 100%; Potency, µM (titrated, usually from 46.1 µM), without a hit: at the top dose activation, hits mostly activators; also: potency is read from the fitted curve at half-maximal effect; nearly all actives have a fitted effect of over 80% in size; some results filed as inactive show a strong effect at the top dose
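MCF7-BRCA1-FFLuc cells, 2000/well in phenol-red-free MEM, attached 2 h then treated 48 h at 37 C. Luciferase luminescence read 15 min after reagent; normalized to genistein maximum activation (10microM) and DMSO, concentration-response fitted.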
p53 reactivation = qHTS assay for re-activators of p53 using a Luc reporter. Potency, µM (series often up to 92.2 µM), for the others: at the highest dose activity change, positive = activation, hits mostly activators. AID 504706, 2011. H1299 p53-A138V BP100-luciferase reporter, luminescence, 24 h. hit rate 0.063% among 320,000; also: potency is read from the fitted curve at half-maximal effect; % of control where 0% means no effect; nearly all actives have a fitted effect of over 45% in size
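H1299 (p53-null), stable ts p53-A138V + BP100-Luc; 1000 cells/well, Opti-MEM/10% FBS; cpd 4 pt, 1:5; 24 h, 37 deg C, 5% CO2; detection reagent 10 min RT; luminescence.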
Giardia killer = Small Molecules that selectively kill Giardia lamblia: qHTS; Giardia lamblia trophozoite viability; activity change, % at 7.66 µM, hits read low; hit rate 0.15% among 340,000; AID 540267, 2011; in the data active = activity change below about -80%; inconclusive = between about -30% and that limit;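 also: parasites exposed to compound for two days anaerobically before the ATP read; % is scaled to controls: 0 for no effect and ±100 for the full control effect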
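Giardia trophozoites, 100 cells per well, were exposed to compounds for 48 hrs at 37 deg C under anaerobic conditions; viability was then read as ATP content by bioluminescence after 15-30 min at room temperature.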
FLuc modulator = qHTS profiling assay for firefly luciferase inhibitor/activator using purifed enzyme and Km concentrations of substrates (counterscreen for miR-21 project); purified FLuc, Km substrates, luminescence inhibition; Potency, µM (top dose mostly 57.5 µM), inactives show at the top dose activity change, negative = inhibition, usual class: inhibitors; hit rate 6.9% among 360,000;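 also: potency is read from the fitted curve at half-maximal effect; plate controls were vehicle for no effect and reference inhibitor for full effect; nearly all actives have a fitted effect of over 55% in size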
Target sequence (P08659 whole entry, looked up): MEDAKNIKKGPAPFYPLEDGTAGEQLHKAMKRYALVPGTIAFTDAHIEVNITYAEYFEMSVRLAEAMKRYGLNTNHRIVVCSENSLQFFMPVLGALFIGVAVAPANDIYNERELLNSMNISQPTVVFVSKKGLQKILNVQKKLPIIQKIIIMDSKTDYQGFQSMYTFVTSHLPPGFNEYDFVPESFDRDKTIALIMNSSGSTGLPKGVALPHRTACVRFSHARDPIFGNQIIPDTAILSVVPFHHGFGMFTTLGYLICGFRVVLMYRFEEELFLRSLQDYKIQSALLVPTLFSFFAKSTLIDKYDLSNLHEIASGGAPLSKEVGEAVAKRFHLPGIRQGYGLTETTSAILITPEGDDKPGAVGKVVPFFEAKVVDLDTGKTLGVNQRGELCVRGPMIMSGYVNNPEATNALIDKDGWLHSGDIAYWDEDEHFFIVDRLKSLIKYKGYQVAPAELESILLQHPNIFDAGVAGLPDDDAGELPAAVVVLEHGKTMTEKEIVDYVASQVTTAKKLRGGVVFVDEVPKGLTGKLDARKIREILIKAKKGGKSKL
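Biochemical qHTS of compounds, final roughly 60 µM downward over six points, against 10 nM purified firefly luciferase using Km concentrations of substrates (10 uM D-luciferin, 10 uM ATP) in Tris acetate pH 7.5 buffer; luminescence output.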
Menin MLL FP TR = qHTS Assay for Inhibitors Targeting the Menin-MLL Interaction in MLL Related Leukemias: Competition With Texas Red Labeled MLL-derived Mutant Peptide | O00255 | Menin + Texas Red MLL mutant peptide, fluorescence polarization | Potency, µM (series often up to 61.6 µM), for inactives: at the top dose FP activity change, negative = inhibition, usual class: inhibitors | hit rate 0.23% among 270,000; active = well fitted inhibition curve with a large enough effect in the polarisation, with a control signal flat, not every such curve was filed as active; inconclusive = small, poorly fitted or top-dose-only effect, or effect the other way, or a change in a side signal; inactive = no such curve, though single readings can be large or run the other way; the % refers to the polarisation; also: potency is read from the fitted curve at half-maximal effect; % of control where 0% means no effect; many of its hits are not listed in these tables
ELG1 genotox = qHTS screen for small molecules that induce genotoxicity in human embryonic kidney (HEK293T) cells expressing luciferase-tagged ELG1; HEK293T ELG1-luciferase reporter, luminescence, 16 h; hit rate 1.3% among 330,000; Potency, µM (highest dose often 46 µM), without a hit: at the highest dose activity change, positive = activation, usual class: activators; also: potency is read from the fitted curve at half-maximal effect; % of control where 0% means no effect; nearly all actives have a fitted effect of over 60% in size
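DMSO vehicle served as control against compound-treated ELG1-luciferase HEK293T cells; exposure lasted 16 hr at 37 °C and 5% CO2, followed by ONE-Glo luminescence detection after 30 min.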
* marks the source's active call; other numbers are inactive results. Unless noted, calls follow the shape of the dose curve; as a rule, active = well fitted curve in the direction sought with a large enough effect; inconclusive = small, poorly fitted or top-dose-only effect, or another doubt; inactive = no such curve, though single readings can be large; an effect the other way counts as inactive or inconclusive. These rows are one share of the data (hit frequency here may not be typical).

Cc1[nH]c2ccccc2c1/C=N/NC(=O)CCC(=O)Nc1ccccc1 was read as NPC1 promoter act -0.3%, PKM2 act 0.3%, VP16 counter -0.7%, RORgamma inh 8.3%, Rab9 prom act -1.7%, BRCA1 expr act -10.4%, p53 reactivation -3.1%, Giardia killer -5.1, FLuc modulator -10.6%, Menin MLL FP TR 1.3% and ELG1 genotox -2.8%.
`O=C1COc2ccc(-c3csc(=Nc4ccc(OC(F)F)cc4)n3CC3CCCO3)cc2N1` (stereo not drawn) gave NPC1 promoter act -3.9%, PKM2 act -0.5%, VP16 counter inconclusive, RORgamma inh inconclusive, Rab9 prom act 1.1%, BRCA1 expr act -84.3%, p53 reactivation -4.1%, Giardia killer -2.9, FLuc modulator 3.6%, Menin MLL FP TR 1.4% and ELG1 genotox -7.1%.
Screening Cc1ccc(-c2ccc(=O)n(CCC(=O)NCc3ccccn3)n2)cc1 returned NPC1 promoter act -2.2%, PKM2 act 3.5%, VP16 counter -0.6%, RORgamma inh -22.3%, Rab9 prom act -5.0%, BRCA1 expr act -4.6%, p53 reactivation -1.6%, Giardia killer -2.0, FLuc modulator -2.0%, Menin MLL FP TR inconclusive and ELG1 genotox 5.2%.
CCOC(=O)c1c(S(=O)(=O)NCCc2ccccc2)c(C)n(C)c1C was read as NPC1 promoter act 6.0%, VP16 counter 14.4%, RORgamma inh 16.0%, Rab9 prom act -0.5%, BRCA1 expr act 5.5%, p53 reactivation -2.7%, Giardia killer -0.3, FLuc modulator 0.9%, Menin MLL FP TR -14.2% and ELG1 genotox -2.4%.
Screening CC(C)(C)CC(C)(C)NCC(=O)Nc1c2c(nc3ccccc13)CCC2 returned NPC1 promoter act -5.4%, PKM2 act 2.6%, VP16 counter 0.7%, RORgamma inh 4.9%, Rab9 prom act -8.0%, BRCA1 expr act 6.0%, p53 reactivation -1.9%, Giardia killer 6.6, FLuc modulator 4.2%, Menin MLL FP TR inconclusive and ELG1 genotox -7.5%.
Screening CN(c1ccccc1)S(=O)(=O)c1ccc(Cl)c(C(=O)OCC(N)=O)c1 returned NPC1 promoter act 4.0%, PKM2 act -18.6%, VP16 counter 5.4%, RORgamma inh 11.4%, Rab9 prom act -3.1%, BRCA1 expr act -3.4%, p53 reactivation -3.1%, Giardia killer -15.8, FLuc modulator -1.5%, Menin MLL FP TR -8.2% and ELG1 genotox 2.6%.
Screening COc1ccc(Cl)cc1NC(=O)c1cc(-c2cc(C)ccc2O)n[nH]1 returned NPC1 promoter act -1.8%, PKM2 act -6.0%, VP16 counter -1.1%, RORgamma inh -1.3%, Rab9 prom act -4.3%, BRCA1 expr act 0.0%, p53 reactivation -1.9%, Giardia killer -1.3, FLuc modulator -13.6% and ELG1 genotox -3.1%.
`COc1ccc(NC(=O)CN(C)C(=O)C2CSC3(C)CCC(=O)N23)cc1` (stereo not drawn) gave NPC1 promoter act 0.2%, Rab9 prom act -2.3%, BRCA1 expr act -6.7%, p53 reactivation 2.0%, Giardia killer 0.0, FLuc modulator -5.8% and ELG1 genotox -1.1%.
Screening CCOC(=O)C1(CCCc2ccccc2)CCN(C(=O)c2cncs2)CC1 returned NPC1 promoter act -3.6%, PKM2 act 2.5%, VP16 counter -9.5%, RORgamma inh inconclusive, Rab9 prom act -1.4%, BRCA1 expr act -1.7%, p53 reactivation -1.8%, Giardia killer 10.1, FLuc modulator 6.8%, Menin MLL FP TR inconclusive and ELG1 genotox -6.9%.
For COc1ccc(/C=N/N=C/c2c[nH]c(=O)c(C#N)c2Nc2ccccc2)cc1 the results were NPC1 promoter act 1.5%, PKM2 act -4.2%, VP16 counter -11.1%, RORgamma inh inconclusive, Rab9 prom act -4.2%, BRCA1 expr act -14.3%, p53 reactivation 0.4%, Giardia killer -1.7, FLuc modulator -6.0%, Menin MLL FP TR 27.2% and ELG1 genotox 0.2%.
Screening Cc1ccc(N(CC(O)CN2CCOCC2)S(=O)(=O)c2ccc([N+](=O)[O-])cc2)cc1 (stereo not drawn) returned NPC1 promoter act 11.5%, PKM2 act -3.1%, VP16 counter 4.0%, RORgamma inh -12.2%, Rab9 prom act -4.0%, BRCA1 expr act -23.1%, p53 reactivation -9.5%, Giardia killer 19.3, FLuc modulator 0.4%, Menin MLL FP TR 29.9% and ELG1 genotox 0.1%.
`CC(C)CNC(=S)N1CCC(c2nc(-c3ccc(F)cc3)no2)CC1` gave NPC1 promoter act -22.2%, PKM2 act -0.7%, VP16 counter inconclusive, RORgamma inh inconclusive, Rab9 prom act -21.8%, BRCA1 expr act -53.3%, p53 reactivation -4.0%, Giardia killer 0.6, FLuc modulator 6.3%, Menin MLL FP TR -2.2% and ELG1 genotox -1.4%.
`Cc1ccc(N(C(=O)c2snc(C(N)=O)c2N)C(C(=O)NCC2CCCO2)c2ccc3ncccc3c2)cc1` (stereo not drawn) gave NPC1 promoter act -5.9%, PKM2 act 1.3%, VP16 counter -10.7%, RORgamma inh -0.8%, Rab9 prom act -0.6%, BRCA1 expr act -11.3%, p53 reactivation -15.7%, Giardia killer 16.7, FLuc modulator 1.2%, Menin MLL FP TR -10.6% and ELG1 genotox -7.7%.
`O=S(=O)(c1ccc(Cl)cc1)N1CCC(n2cccc2)CC1` gave NPC1 promoter act -2.5%, PKM2 act inconclusive, VP16 counter -0.8%, RORgamma inh 32.7%, Rab9 prom act -0.5%, BRCA1 expr act 0.6%, p53 reactivation 10.1%, Giardia killer -7.1, FLuc modulator 0.1% and ELG1 genotox -0.3%.
COc1cc(NC(=O)C2CCN(S(=O)(=O)c3cccnc3)CC2)cc(OC)c1OC was read as PKM2 act -0.3%, VP16 counter 0.4%, RORgamma inh 13.4%, BRCA1 expr act -28.7%, Giardia killer 0.0, FLuc modulator 2.1% and Menin MLL FP TR 6.7%.
Screening CCc1nnc(NC(=O)c2cc(Cl)ccn2)s1 returned NPC1 promoter act 2.24µM*, VP16 counter 7.08µM*, RORgamma inh 4.47µM*, Rab9 prom act 2.51µM*, BRCA1 expr act 24.2%, p53 reactivation inconclusive, Giardia killer -7.1, FLuc modulator 15.1µM*, Menin MLL FP TR -19.2% and ELG1 genotox 16.4µM*.
For CCc1ccc(NC(=O)C(=O)NCC2CCCN2S(=O)(=O)c2ccccc2)cc1 (stereo not drawn) the results were NPC1 promoter act -4.2%, Rab9 prom act -5.9%, BRCA1 expr act -36.9%, p53 reactivation -0.1%, Giardia killer -15.1, FLuc modulator 10.1% and ELG1 genotox -4.5%.
`COc1cccc(CCNC(=O)c2ccc(OC)c(OC3CCN(C(C)C)CC3)c2)c1` gave NPC1 promoter act -1.5%, VP16 counter -1.1%, RORgamma inh 1.2%, Rab9 prom act -3.2%, BRCA1 expr act -0.3%, p53 reactivation 11.5%, Giardia killer 11.5, FLuc modulator -0.1% and ELG1 genotox -3.1%.
`CC(=O)Nc1cnc(NC(=O)c2cccc(F)c2)cc1C` gave NPC1 promoter act 1.58µM*, PKM2 act 12.1%, VP16 counter inconclusive, RORgamma inh 3.98µM*, Rab9 prom act 2.82µM*, BRCA1 expr act 5.7%, p53 reactivation inconclusive, Giardia killer 7.2, FLuc modulator 30.1µM*, Menin MLL FP TR -7.8% and ELG1 genotox 14.6µM*.
Screening CSCC(=O)NC1CCCc2c1cnn2-c1ccc(C)c(C)c1 (stereo not drawn) returned NPC1 promoter act 14.4%, PKM2 act 0.0%, VP16 counter -13.6%, RORgamma inh 22.4%, Rab9 prom act 13.5%, BRCA1 expr act 65.7%, p53 reactivation inconclusive, Giardia killer -4.0, FLuc modulator -19.6%, Menin MLL FP TR -9.8% and ELG1 genotox 7.2%.
`O=C(O)Cn1nnc2ccccc21` gave NPC1 promoter act -5.3%, PKM2 act 0.3%, VP16 counter 1.1%, RORgamma inh 4.7%, Rab9 prom act -2.6%, BRCA1 expr act 12.6%, p53 reactivation 0.4%, Giardia killer 1.3, FLuc modulator -3.2% and ELG1 genotox 0.1%.
For CC(C)(C)C1CCC(=NNC(=O)c2ccc(Br)o2)CC1 (stereo not drawn) the results were NPC1 promoter act -6.4%, PKM2 act -8.1%, VP16 counter 22.2%, RORgamma inh -20.7%, Rab9 prom act -1.7%, BRCA1 expr act 1.5%, p53 reactivation inconclusive, Giardia killer -15.2, FLuc modulator -17.4%, Menin MLL FP TR 5.9% and ELG1 genotox 0.4%.
Screening Cc1ccc(C(=O)OC(C)C(=O)N(C)C2CCCCC2)cc1S(=O)(=O)N1CCCCC1 (stereo not drawn) returned NPC1 promoter act -1.1%, Rab9 prom act -9.7%, BRCA1 expr act -11.4%, p53 reactivation -8.0%, Giardia killer 13.4, FLuc modulator -1.9% and ELG1 genotox -4.1%.
